# Compound activity (PubChem)
# HCMV inh = qHTS Assay for inhibitors of the human cytomegalovirus (HCMV); HFF cells, HCMV-luciferase reporter, 72 h; active compounds read low; activity change, negative = inhibition, % at 57.5 µM; 4.5% of 410,000 active; AID 1259415, 2018; in the data active means activity change below about -60%; inconclusive means no clear call, values can overlap the other calls; inactive means above about -39%
#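 Screen run at 2 compound doses on HFFs infected with reporter HCMV, MOI 1 PFU/cell. Luciferase activity from cell lysates at 72 h post infection gave inhibition relative to buffer-only and Salinomycin wells.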
# AmpC inh detg = qHTS Inhibitors of AmpC Beta-Lactamase (assay with detergent) | AID 485294, 2010 | P00811 | 0.041% of 370,000 active | Potency, µM (highest dose often 114 µM), inactives show top-dose activity change, negative = inhibition, most hits filed as inhibitors | AmpC hydrolysis of nitrocefin, absorbance 480 nm, 0.01% Triton; active means well fitted inhibition curve with a large enough effect; inconclusive means small, poorly fitted or top-dose-only effect;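 further: potency means the concentration at half of the fitted maximal effect; 0% = no-compound wells and -100% = no-enzyme wells; nearly all actives have a fitted effect of over 25% in size; some results filed as inactive show a strong effect at the top dose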
# Target sequence (P00811 whole entry, looked up): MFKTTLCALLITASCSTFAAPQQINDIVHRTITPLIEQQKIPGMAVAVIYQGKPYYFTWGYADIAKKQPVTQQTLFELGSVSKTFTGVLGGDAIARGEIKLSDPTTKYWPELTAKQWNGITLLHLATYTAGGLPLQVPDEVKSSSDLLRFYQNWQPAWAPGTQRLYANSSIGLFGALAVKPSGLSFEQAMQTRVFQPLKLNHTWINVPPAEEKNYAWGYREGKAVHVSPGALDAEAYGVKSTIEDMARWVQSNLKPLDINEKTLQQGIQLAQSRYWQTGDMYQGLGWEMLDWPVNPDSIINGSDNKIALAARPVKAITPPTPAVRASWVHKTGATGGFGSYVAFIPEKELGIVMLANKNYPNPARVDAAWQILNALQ
#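 20 mM phosphate pH 7.0 + 0.01% (detergent screen) or 0.0001% Triton X-100; 5.3 nM AmpC reagent; cpd preinc 15 min RT; nitrocefin (800 uM stock) to start; A480 q20 s × 4 min; Activity was normalised to no-enzyme and no-compound control wells.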
# Numbers without * were called inactive; u = inconclusive; [ ] = dose if it differs, or a comment. Unless noted, on the % scale 0 is the no-effect control and ±100 the full control effect.
SMILES,HCMV inh,AmpC inh detg
CCOc1ccc(C(=O)Nc2c(C)nc(Nc3ccccc3)nc2Nc2ccccc2)cc1OCC,u,11%
CCC(=O)N1c2ccccc2CC1C(=O)NCc1ccc(CC)cc1 (stereo not given),16,6%
Cc1oc(-c2ccc(C(=O)N(C)Cc3ccccc3)cc2)nc1CN1CCc2ccccc21,u,1%
Cc1ccccc1NC(=O)COc1ccc2oc3c(c2c1)CCCC3,9,14%
COc1ccc(C)cc1NC(=O)Cc1ccc(NC(=O)N2CCCCc3ccccc32)cc1,20,-7%
Cn1nc(-c2ccc(OCC(=O)Nc3cccc(C(F)(F)F)c3)cc2)c2ccccc2c1=O,-22,19%
CCOC(=O)c1cc(S(=O)(=O)N2CCN(c3cccc(C)c3C)CC2)[nH]n1,19,26%
Cc1ccccc1CNC(=O)c1nn(-c2ccccc2F)nc1CO,-13,4%
CCS(=O)(=O)c1cccc(C(=O)Nc2ccc(-c3nc4ccccc4s3)c(O)c2)c1,u,10%
COc1cc(NC(=O)CCc2c(C)n(C)c3cc(-c4ccccc4C)nn3c2=O)cc(OC)c1OC,-37,5%
O=S(=O)(c1ccccc1)c1nc(-c2cccs2)oc1N1CCCCC1,26,-2%
CCOc1ccc(-n2nc3ccc(NC(=O)c4ccc(-c5cccc(Cl)c5)o4)cc3n2)cc1,-12,15%
CCOc1ccc(C(=O)c2cn(CC(=O)Nc3cc(OC)ccc3OC)c3cc(OC)c(OC)cc3c2=O)cc1,1,6%
O=C(COc1ccc(F)cc1)Nc1ccc(S(=O)(=O)N(Cc2ccccc2)c2ccccc2)cc1,-6,17%
CCOc1c(Cl)cc(C(=O)N(Cc2ccc(N(C)C)cc2)Cc2ccco2)cc1Cl,-32,20%
CCn1c(C(=O)NCc2cc(Br)ccc2OC)cc2oc3ccccc3c21,u,-11%
CCOc1ccccc1C(=O)N(Cc1ccco1)Cc1ccccc1F,-31,19%
Cc1ccc(N2CCN(C(=O)c3cnn(-c4ccc(C)c(C)c4)c3C3CCNCC3)CC2)c(C)c1,-97*,4%
CCc1ccc(NC(=O)N2CCC(N3CCN(Cc4ccc(C)cc4)C(=O)C3=O)CC2)cc1,21,9%
O=c1c2ccccc2n(Cc2cccc(Cl)c2)c(=O)n1Cc1ccccc1,-15,-10%
COc1ccc(N(C(=O)c2ccccc2C)S(=O)(=O)c2ccc(Cl)cc2)cc1,-17,19%
CCOc1ccccc1CNS(=O)(=O)c1cnc(N)nc1,-21,4%
CCCN(CCC)C(=O)C1CCN(c2cc(C)nc3c(-c4ccc(Cl)cc4)c(C)nn23)CC1,9,13%
O=C(Cn1nc2c(cc1=O)CCCC2)NCc1ccccc1,-9,5%
Cc1ccc(C(=O)c2c(N)c(C(=O)Nc3cccc(C(F)(F)F)c3)c3ccccn23)cc1,2,19%
CCOC(=O)c1cnc(NCc2ccccc2OC)c2ccccc12,-24,2%
O=c1n(Cc2ccccc2)nc2n1-c1ccccc1OC2,26,-2%
COc1cc(C2CC(=O)Nc3c2c(C)nn3-c2nncc(-c3ccccc3)n2)cc(OC)c1OC (stereo not given),2,1%
COc1cccc(NC(=O)c2c(-c3ccc(C)cc3)nnc3ccccc23)c1,0,0%
CCOc1ccccc1CNC(=O)c1[nH]c2ccccc2c1Sc1ccccc1,-13,3%
COc1ccc(N2CCN(c3ncnc4onc(-c5ccc(F)cc5)c34)CC2)cc1,7,23%
CC(C)CCn1c(=O)c2cccnc2n(CC(=O)Nc2ccc(F)cc2)c1=O,13,25%
Cc1c(C(=O)NCc2ccc(F)cc2)sc2nc(-c3ccc(F)cc3)cn12,-10,-4%
Cc1cccc(C(=O)NCC(c2cccs2)S(=O)(=O)c2cccs2)c1 (stereo not given),9,3%
CC(=O)c1ccc(N2CCN(C(=O)C3CCN(S(=O)(=O)c4cccc5nonc45)CC3)CC2)cc1,5,5%
CCCc1nc2ccccc2n2c(-c3cccc(C)c3)c3c(=O)n(C)c(=O)n(C)c3c12,14,38%[activator]
CCc1cccc(NS(=O)(=O)c2cc(-c3cnc(C)o3)ccc2OC)c1,-4,-12%
CCC1CN(C(=O)Nc2cccc3c2CCCC3)c2cc(C)ccc2O1 (stereo not given),u,11%
COc1ccc(-c2c3c(=O)n(C)c(=O)n(C)c3cn2-c2cccc(N)c2)cc1,-2,22%
COc1ccc(-c2nn(CC(=O)Nc3ccccc3F)c3c2cnc2ccc(F)cc23)cc1,39,20%
COc1cccc(-n2cc(C(=O)NCCc3ccc(C)cc3)c3ccccc3c2=O)c1,-61*,11%
CCc1ccccc1NC(=O)C(=O)NCC(c1cccnc1)N1CCN(c2ccccc2F)CC1 (stereo not given),-8,3%
CCc1cccc(NC(=O)C2CCN(S(=O)(=O)c3ccc(Br)s3)CC2)c1,u,1%
COc1ccc(/C=C/C(=O)Nc2ccc(C)cc2)cc1,15,-6%
COc1ccc(NC(=O)[C@H](Cc2ccccc2)N2Cc3ccccc3C2=O)cc1OC,23,u
COc1cccc(-c2cc(C(F)(F)F)nc(-n3nc(C)c(Br)c3C)n2)c1,-13,16%
Cc1ccc(C)c(N2CCN(C(=O)CN3C(=O)CSc4c3c(C)nn4-c3ccccc3)CC2)c1,-9,-2%
CCOc1ccc(NC(=O)CSc2c3c(nc4ccccc24)CCCC3)cc1,-12,1%
COc1ccc(NC(=O)c2c(NCc3cccs3)sc3c2CCCCC3)cc1,-3,-1%
CC(=O)Nc1ccc(NS(=O)(=O)c2ccc3c(c2)CC(C)N3C(=O)C2CCC2)cc1 (stereo not given),-5,6%
COc1ccc(CNC(=O)CCC(=O)N2CC3CCCN3c3ccccc32)c(OC)c1 (stereo not given),-21,4%
Cc1cccc(-n2c(=O)c3c4c(sc3n3c(C)nnc23)CCCC4)c1,3,9%
Cc1ccc(C2Nc3ccccc3-n3c(-c4ccccc4)c4c(=O)n(C)c(=O)n(C)c4c32)cc1 (stereo not given),29,31%[activator]
CCC(NC(=O)Nc1cc(Cl)ccc1OC)c1c(-n2cccc2)sc2c1CCN(C)C2 (stereo not given),25,4%
Brc1ccc(CN2CCc3nc(N4CCN(c5ncccn5)CC4)ncc3C2)cc1,-20,-9%
COc1ccc(Br)cc1C(=O)Nc1ccc(-c2nc3ncccc3o2)cc1C,-1,21%
CC(=O)Nc1ccc(Nc2ncnc3c2c(-c2ccccc2)cn3-c2ccc(C)c(Cl)c2)cc1,-28,4%
CCC1CN(C(=O)N2CCC(C(=O)NCc3cccc(F)c3)CC2)c2cc(C)ccc2O1 (stereo not given),49,-3%
CC1(C)C(=O)N(CC(=O)Nc2cccc(F)c2)c2ccc(S(=O)(=O)N3CCCCC3)cc21,-5,3%
Cc1ccc(Nc2c3c(nc4nncn24)CCC3)cc1C,-88*,-3%

# Entries above with two or more sulfur atoms (5):
SMILES,HCMV inh,AmpC inh detg
CCS(=O)(=O)c1cccc(C(=O)Nc2ccc(-c3nc4ccccc4s3)c(O)c2)c1,u,10%
O=S(=O)(c1ccccc1)c1nc(-c2cccs2)oc1N1CCCCC1,26,-2%
Cc1cccc(C(=O)NCC(c2cccs2)S(=O)(=O)c2cccs2)c1 (stereo not given),9,3%
CCc1cccc(NC(=O)C2CCN(S(=O)(=O)c3ccc(Br)s3)CC2)c1,u,1%
COc1ccc(NC(=O)c2c(NCc3cccs3)sc3c2CCCCC3)cc1,-3,-1%

# Further records.
SMILES,HCMV inh,AmpC inh detg
CCC(C)Sc1c(C(C)C)cnc2c1c(=O)n(C)c(=O)n2C (stereo not given),-13,7%
CC(=O)c1ccc(NC(=O)c2ccc(-c3nc(CSc4ccc(C)cc4)c(C)o3)cc2)cc1,-38,u
CCN1CCN(C(c2ccccc2)c2c(O)cc(C)n(Cc3ccco3)c2=O)CC1 (stereo not given),-1,5%
COc1ccc(NC(=O)Cn2nc(C)c3nn(-c4ccc(Cl)cc4)c(C)c3c2=O)cc1,-26,4%
CCOC(=O)c1ccc(NC(=O)Cc2ccc(-n3c(CC)nc4cccnc43)cc2)cc1,0,5%
O=C(Cc1ccc(Cl)cc1)Nc1ccc2nn(-c3ccccc3)nc2c1,-13,5%
CC(C)OCCCNc1sc(S(=O)(=O)c2ccccc2)nc1S(=O)(=O)c1ccc(Cl)cc1,-19,15%
CC(=O)c1ccc(N2CCN(C(=O)CCCCn3c(=O)[nH]c4ccccc4c3=O)CC2)cc1,9,7%
CCC1CCCCN1CCCNC(=O)c1c(C)oc2ncn(CC(C)C)c(=O)c12 (stereo not given),2,23%
COc1ccc(-c2nnc(SC(C)C(=O)O)o2)cc1 (stereo not given),10,5%
O=C(Cn1nc(N2CCN(c3ccccc3)CC2)ccc1=O)NCc1ccccc1F,-14,-2%
COc1cc(Nc2nc(SCc3ccc(Cl)cc3)nc3ccccc23)cc(OC)c1,116,-1%
Cc1ccc2occ(CC(=O)Nc3c(C(=O)Nc4ccc(Cl)cc4)oc4ccccc34)c2c1,56,4%
CCOC(=O)c1c(-c2ccc(OC)cc2)oc2ccc(OCc3ccc(F)cc3F)cc12,12,16%
CC1CCCN(c2ncnc3c2nnn3C)C1 (stereo not given),-11,0%
CCC(C)NC(=O)c1sc2ncccc2c1-n1c(C)ccc1C (stereo not given),12,-6%
Cc1ccc2c(c1)c(N1CCCC1=O)c(C(=O)Nc1ccc(F)cc1F)n2C,-14,22%
CCOc1ccccc1NC(=O)C1CCN(S(=O)(=O)c2c(C)noc2/C=C/c2ccco2)CC1,-38,4%
Cc1cccc(N2CCN(C(=O)c3cnc(N4CCCC4)nc3C)CC2)c1C,-24,-2%
CCOC(=O)c1ccc(NC(=O)c2cc3sccc3n2Cc2ccc(Cl)cc2)cc1,-1,-1%

# Exported with tabs: entries from further up
smiles	HCMV inh	AmpC inh detg
Cc1cccc(C(=O)NCC(c2cccs2)S(=O)(=O)c2cccs2)c1 (stereo not given)	9	3%
CC(=O)c1ccc(N2CCN(C(=O)C3CCN(S(=O)(=O)c4cccc5nonc45)CC3)CC2)cc1	5	5%
CCCc1nc2ccccc2n2c(-c3cccc(C)c3)c3c(=O)n(C)c(=O)n(C)c3c12	14	38%[activator]
CCc1cccc(NS(=O)(=O)c2cc(-c3cnc(C)o3)ccc2OC)c1	-4	-12%
CCC1CN(C(=O)Nc2cccc3c2CCCC3)c2cc(C)ccc2O1 (stereo not given)	u	11%
COc1ccc(-c2c3c(=O)n(C)c(=O)n(C)c3cn2-c2cccc(N)c2)cc1	-2	22%
COc1ccc(-c2nn(CC(=O)Nc3ccccc3F)c3c2cnc2ccc(F)cc23)cc1	39	20%

# Later entries
SMILES,HCMV inh,AmpC inh detg
O=S(=O)(c1ccc(F)cc1)N1CCC(n2c(C(F)(F)F)nc3cccnc32)CC1,-12,-4%
Cc1ccc(NC(=O)COCc2cc(-c3cccs3)on2)cc1Cl,-6,4%
Cc1cc(C)cc(Nc2cc(C(=O)NCCCN(C)C3CCCCC3)c3ccccc3n2)c1,-99*,3%
Cc1ccc(Cn2ccn(Cc3cccc(C(F)(F)F)c3)c(=O)c2=O)cc1,u,0%
O=C(Nc1ccc(OC(F)(F)F)cc1)c1cc(-c2ccc(Cl)cc2)on1,13,21%
CCOC(=O)c1ccc2c(c1)N(Cc1cccc(OC)c1)C(=O)c1ccccc1S2(=O)=O,42,2%
CCCCOc1ccc(C2c3c(oc4ccccc4c3=O)C(=O)N2c2nc(C)c(C(=O)OCC)s2)cc1OC (stereo not given),14,21%
CN1CCN(C(CNC(=O)C(=O)Nc2ccc(Cl)cc2)c2cccnc2)CC1 (stereo not given),-13,24%
CCc1ccc(NC(=O)CSc2ccc(-c3cccs3)nn2)cc1,23,-5%
Cc1ccc(-c2cc(C(=O)NCc3ccccc3)c3c(-c4ccc(C)cc4)[nH]nc3n2)cc1,8,2%
COc1ccccc1OCCCn1c(C2CC(=O)N(c3ccccc3Cl)C2)nc2ccccc21 (stereo not given),5,11%
COc1ccc(N2CCN(C(=O)c3cc4c(=O)oc5ccc(C)cc5c4s3)CC2)cc1,8,-9%
O=C(Oc1ccc(F)cc1)c1nc(SCc2ccc(F)cc2)ncc1Cl,u,16%
CCOC(=O)N1CCN(C(=O)Cn2ncc3c4ccccc4n(Cc4ccc(F)cc4)c3c2=O)CC1,-30,13%
Cc1ccc(C(=O)COC(=O)c2cc(-c3cccs3)nc3ccccc23)cc1,21,7%
COc1ccccc1-c1ncnn1-c1sc2c(c1C#N)CCCCC2,9,16%
CC(=O)c1cccc(NC(=O)c2sc(-n3nc(C)c(Cc4ccc5c(c4)OCO5)c3C)nc2C)c1,15,19%
CC(C)CCSc1nc2c(c(=O)n(C)c(=O)n2C)n1Cc1ccccc1Cl,32,1%
COc1ccc(Cn2ccnc2SCC(=O)NCc2ccccc2)cc1,68,-8%
COc1cc(-c2nc3cccc(C)n3c2Nc2ccc3c(c2)OCCO3)ccc1O,52,-4%

# The list is partial; rates above refer to the full screens.
